HEK293 NFkB inh: inhibitors of the PMA/ionomycin-induced NF-kB reporter in HEK293 cells; inhibition, % at 3 µM; hit rate 0.21% among 62,000; HEK-293 NF-kB luciferase reporter, luminescence;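 active = inhibition above the mean of all tested compounds plus 3 SD, cut at about 40% in these data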;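 note: 0% = stimulated DMSO wells and 100% = 10 µM reference inhibitor 5653914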
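Material: HEK-293 cells with stable firefly luciferase reporter driven by four HIV NF-kB elements / Also added: PMA plus ionomycin mix as NF-kB-activating stimulus / Compound dosing: 3 µM once, 0.30% DMSO / Times: 1 h pretreatment, 16 h stimulation, 37 °C / Signal: luminescence / Evaluation: per-plate % inhibition versus controls / Benchmarks: DMSO and 10 µM reference inhibitor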
TNAP act DEA: human TNAP activation, intermediate phosphate acceptor | P05186 | purified TNAP, CDP-star luminescence, 100 mM DEA, 30 min; hits give high values; scale: 0 levamisole-inhibited, 1 vehicle-only enzyme | activation factor at 20 µM | 64,000 tested, under 10 active | AID 813;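 active = activation factor of at least 2 at 20 µM, relative to controls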
Target sequence (P05186 whole entry, looked up): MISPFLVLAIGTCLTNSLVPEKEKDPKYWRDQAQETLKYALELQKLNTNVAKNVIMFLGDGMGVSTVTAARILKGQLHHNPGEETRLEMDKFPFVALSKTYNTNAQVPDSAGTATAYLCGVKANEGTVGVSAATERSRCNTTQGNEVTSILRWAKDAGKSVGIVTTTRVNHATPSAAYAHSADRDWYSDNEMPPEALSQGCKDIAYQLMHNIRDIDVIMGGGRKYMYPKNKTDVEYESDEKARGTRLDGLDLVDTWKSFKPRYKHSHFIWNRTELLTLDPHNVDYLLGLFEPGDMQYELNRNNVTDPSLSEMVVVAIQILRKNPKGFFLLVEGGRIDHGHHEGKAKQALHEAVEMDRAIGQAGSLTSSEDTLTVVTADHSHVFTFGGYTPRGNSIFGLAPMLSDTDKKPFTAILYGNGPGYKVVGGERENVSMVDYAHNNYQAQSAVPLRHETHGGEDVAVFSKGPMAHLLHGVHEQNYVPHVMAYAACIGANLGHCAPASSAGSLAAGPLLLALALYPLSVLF
Cdc25B block: inhibitors of human Cdc25B phosphatase. P30305. recombinant Cdc25B, OMFP fluorescence Ex485/Em525. inhibition, %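 (compounds tested at 10 µM final in the well)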. hit rate 0.1% among 65,000; in the data active = inhibition above about 50%
MKP-1 inh: human dual specificity phosphatase 1 inhibition; P28562; recombinant MKP-1, OMFP hydrolysis fluorescence; inhibition, %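 (compounds tested at a single concentration somewhere between 10 and 100 µM)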; hit rate 0.15% among 65,000; AID 374;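 active = inhibition above about 50%, limit read from the data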;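 note: 0% = DMSO max control wells and 100% = wells with enzyme stopped by NaOH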
Target sequence (P28562 whole entry, looked up): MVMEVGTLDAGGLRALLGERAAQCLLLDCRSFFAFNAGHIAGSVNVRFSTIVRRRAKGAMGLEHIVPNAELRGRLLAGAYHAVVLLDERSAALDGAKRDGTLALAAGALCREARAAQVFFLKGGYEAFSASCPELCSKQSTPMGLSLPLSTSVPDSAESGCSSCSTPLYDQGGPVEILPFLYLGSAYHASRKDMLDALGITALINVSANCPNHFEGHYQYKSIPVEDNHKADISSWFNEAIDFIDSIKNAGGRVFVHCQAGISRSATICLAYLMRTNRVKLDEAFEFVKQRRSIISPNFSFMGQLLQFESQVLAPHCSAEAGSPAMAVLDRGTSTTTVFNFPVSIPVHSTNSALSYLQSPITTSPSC
JNK3 inh: inhibitors of human JNK3 kinase | inhibition, % at 8 µM | AID 746 | P53779 | hit rate 0.61% among 60,000 | purified JNK3 kinase activity, HTS; in the data active = inhibition above about 17%;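 note: 0% = DMSO and 100% = reference inhibitor; many of its hits are not listed in these tables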
Jurkat tox 60K: cytotoxicity toward Jurkat cells; inhibition, % at 4 µM; hit rate 1.2% among 56,000; AID 463; Jurkat E6.1 viability, ATP luminescence, 48 h;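 active = inhibition above the mean inhibition of all tested compounds plus 3 SD, cut at about 28% in these data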
PKA kinase inh: inhibitors of human protein kinase A; hit rate 0.1% among 65,000; inhibition, % at 6 µM; AID 524; PKA Kemptide phosphorylation, Kinase-Glo ATP luminescence;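 active = inhibition above the screen-wide mean inhibition plus 3 SD, cut at about 21% in these data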; note: many of its hits are not listed in these tables
MMP13 inh: MMP13 (human) collagenase inhibition. MMP-13 fTHP FRET cleavage, Mca fluorescence. P45452. hit rate 0.07% among 65,000. inhibition, % at 4 µM;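 active = inhibition above the mean of compound-free control plate wells plus 3 SD, cut at about 14% in these data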;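 note: 0% = DMSO wells and 100% = wells with reference MMP-13 inhibitor after basal subtraction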
ROCK2 inh: inhibitors of human Rho kinase 2 | hit rate 0.35% among 60,000 | inhibition, % at 6 µM | purified ROCK2, Kinase-Glo ATP depletion luminescence | O75116;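 active = inhibition above the screen-wide mean inhibition plus 3 SD, cut at about 18% in these data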;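 note: plate controls were DMSO wells for no effect and Y-27632 control wells after no-enzyme background subtraction for full effect; many of its hits are not listed in these tables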
Starred values were filed as active, the others as inactive; i = inactive; . = no result given; [ ] = another dose, or the depositor's remark.

SMILES	HEK293 NFkB inh	TNAP act DEA	Cdc25B block	MKP-1 inh	JNK3 inh	Jurkat tox 60K	PKA kinase inh	MMP13 inh	ROCK2 inh
Cc1ccc(CN2C3=NCCCN3c3ccccc32)cc1	9	1	-9	-2	-10	9	-1	3	-6
COc1cccc(NS(=O)(=O)c2cc(C)ccc2OC)c1	19	0.9	-13	1	-5	1	7	3	1
O=C(O)c1ccc(COc2c(F)c(F)c(F)c(F)c2F)o1	.	0.9	-14	-12	0	.	8	2	8
Cc1ccc(-c2nnc3c4ccccc4c(C)nn23)cc1S(=O)(=O)N1CCN(C)CC1	8	0.8	2	24	-6	-4	3	-1	4
CC(C)c1ccc(S(=O)(=O)N2CCN(CCC(=O)Nc3ccc(N(C)C)cc3)CC2)cc1	10	0.9	-1	9	-9	-1	6	-3	6
CC[C@@H](C)[C@H](NC(=O)OC(C)(C)C)c1nnc(S(=O)(=O)Cc2cc(C)ccc2C)o1	28	1	5	17	0	22	-9	11	-8
COc1ccc[nH]c1=O	.	0.9	20	6	-3	.	-5	-4	-2
Cc1ccc(NCc2nnc(SCC(=O)c3ccc4c(c3)OCCO4)o2)c(C)c1	7	1	-13	-3	-9	-1	6	5	2
CCOC(=O)C(Cc1c[nH]c2ccccc12)NC(=O)CNC(C)=O (configuration not stated)	14	1	-2	21	0	-4	9	-5	9
O=c1[nH]c2ccccc2n1CCCSCCCn1c(=O)[nH]c2ccccc21	18	1	-14	20	4	9	9	3	6
Nc1ncnc2nc(N3CCN(C(=O)c4ccccc4)CC3)[nH]c12	17	0.9	-1	10	-1	2	5	4	-2
CCc1ccc(C2CC(c3ccccc3)Nc3nc(N)nn32)cc1 (configuration not stated)	9	0.9	-11	1	-2	7	7	-5	6

Three entries from above, sorted by their value in ROCK2 inh, descending.
molecule	ROCK2 inh
CC(C)c1ccc(S(=O)(=O)N2CCN(CCC(=O)Nc3ccc(N(C)C)cc3)CC2)cc1	6
Cc1ccc(-c2nnc3c4ccccc4c(C)nn23)cc1S(=O)(=O)N1CCN(C)CC1	4
Nc1ncnc2nc(N3CCN(C(=O)c4ccccc4)CC3)[nH]c12	-2

Shown with values under each structure: three of the compounds above
Each structure is followed by: HEK293 NFkB inh, TNAP act DEA, Cdc25B block, MKP-1 inh, JNK3 inh, Jurkat tox 60K, PKA kinase inh, MMP13 inh, ROCK2 inh
CC[C@@H](C)[C@H](NC(=O)OC(C)(C)C)c1nnc(S(=O)(=O)Cc2cc(C)ccc2C)o1
 : 28, 1, 5, 17, 0, 22, -9, 11, -8
Cc1ccc(-c2nnc3c4ccccc4c(C)nn23)cc1S(=O)(=O)N1CCN(C)CC1
 : 8, 0.8, 2, 24, -6, -4, 3, -1, 4
COc1ccc[nH]c1=O
 : ., 0.9, 20, 6, -3, ., -5, -4, -2

(listing goes on)
SMILES	HEK293 NFkB inh	TNAP act DEA	Cdc25B block	MKP-1 inh	JNK3 inh	Jurkat tox 60K	PKA kinase inh	MMP13 inh	ROCK2 inh
O=C(C1CCCN(S(=O)(=O)c2cccc3nsnc23)C1)N1CCN(c2ccccn2)CC1 (configuration not stated)	1	0.9	-10	12	0	3	-4	0	0
COCc1cc(C)nc2sc(C(=O)OC)c(N)c12	0	1	3	-2	-7	1	9	-5	9
CCOC(=O)N1C(=O)c2cc(OC)ccc2S1(=O)=O	19	0.9	42	-9	-5	1	11	2	6
CCc1nc(N)nc(N)c1-c1ccc(Cl)cc1	.	0.8	-12	-20	-1	.	-3	-2	-8
COCCn1nnnc1C1(N(Cc2cc3cc(C)ccc3[nH]c2=O)CC2CCCO2)CCN(C)CC1 (configuration not stated)	9	1	-13	-8	7	-3	8	-3	2
Cc1cc(C)n(CCO)c(=O)n1	11	0.9	2	19	-3	7	5	0	-10
CCOC(=O)c1ccccc1NC1OC(=O)c2ccccc21 (configuration not stated)	17	1	-6	0	6	-7	14	-1	6
CC(C)CC(=O)Nc1ccc(OCC(=O)O)cc1	15	1	-8	2	7	-1	-1	5	2
CCn1c(-c2ccc(F)cc2)n[nH]c1=S	19	0.9	-7	13	0	-3	4	-4	6
CCOC(=O)c1[nH]c2ccc(OC)cc2c1NC(=O)OC	-2	1	-7	14	6	6	7	-41	13
CCOC(=O)C1CCCN(C(=O)c2ccc(CNc3c(N4CCC(C)CC4)c(=O)c3=O)cc2)C1 (configuration not stated)	16	1	-12	9	-4	0	6	4	5
COC(=O)c1sc(NC(=O)COc2ccccc2OC)nc1C	20	0.9	-19	-10	2	0	11	-2	7
CCc1ccc(Nc2nc(N)nc(CSc3nnnn3-c3ccccc3)n2)cc1	11	1	3	2	-5	4	-5	-2	0
CC1CN(c2nnnn2-c2ccccc2)CC(C)O1 (configuration not stated)	9	1	1	1	4	-6	6	0	5
CCOCCCNC(=O)C(NC(=O)c1ccc2c(c1)OCO2)c1ccc(OC)cc1 (configuration not stated)	8	1	4	4	.	.	1	6	.
O=C(Cn1[nH]c(=O)c2ccccc2c1=O)NC1CCN(Cc2ccccc2)CC1	16	1	-11	23	6	3	-2	1	2
Nc1nc(Cn2nnc(-c3ccccc3Cl)n2)nc(N2CCOCC2)n1	11	1	8	2	8	6	4	4	0
CCCC(=O)Nc1nc2ccc(OCC)cc2s1	-33	0.9	-4	4	9	-5	6	4	6
COC(=O)c1[nH]c2ccccc2c1NC(=O)Oc1ccccc1	8	1	1	19	-16	3	4	2	-3
O=C(O)[C@@H]1CSC2(CCSC2)N1 (some centres not stated)	6	1	10	22	1	-3	-5	7	-2
CC(=O)Nc1ccc(Cl)cc1C(=O)O	0	0.9	-1	-1	-1	-5	-5	-133	1
COc1ccccc1NC(=O)c1c(NC(=O)c2ccco2)sc2c1CCC2	-8	1	1	13	1	3	6	-19	4
COc1ccccc1Nc1ncc(-c2cccs2)s1	.	0.8	-11	-21	1	.	5	-6	8
Cc1nn(-c2ccc(F)cc2)c2sc(C(=O)OCC(=O)N3CCC(C)CC3)cc12	16	0.9	-11	18	-3	1	4	-14	1

Single entries from the results shown:
For ROCK2 inh, CC(=O)Nc1ccc(Cl)cc1C(=O)O is entered as 1
For HEK293 NFkB inh, Nc1nc(Cn2nnc(-c3ccccc3Cl)n2)nc(N2CCOCC2)n1 is entered as 11

Continuation.
SMILES	HEK293 NFkB inh	TNAP act DEA	Cdc25B block	MKP-1 inh	JNK3 inh	Jurkat tox 60K	PKA kinase inh	MMP13 inh	ROCK2 inh
CCN(CCCNC(=O)CCNC(=O)Cn1cnc2ccccc2c1=O)c1cccc(C)c1	12	1	-15	9	2	-5	5	0	7
C/C=C/c1ccc(OC)c(OC(C)=O)c1	8	0.9	-49	-8	-3	-11	1	-6	6
CC(=O)N1c2ccccc2NC2=C(C(=O)CCC2)C1c1cccnc1 (configuration not stated)	5	0.8	-6	-4	1	-6	8	-4	4
CC(OC(=O)CNC(=O)C12CC3CC(CC(C3)C1)C2)C(=O)Nc1ccc(N2CCOCC2)cc1 (configuration not stated)	3	0.9	-16	13	.	.	4	2	.
O=C(c1cc(Cl)ccc1Cl)N1CCOCC1	22	0.9	-12	-3	7	-5	6	-3	9
O=C(Nc1cc(C(F)(F)F)ccc1F)C1CCC1	0	0.9	-15	5	-1	6	0	3	-2
CCOC(=O)Cn1c(CN(Cc2ccccc2)Cc2ccccc2)nc2c1c(=O)n(C)c(=O)n2C	6	0.9	-23	10	-4	2	3	-2	5
O=C(c1cccc(S(=O)(=O)N2CCCC2)c1)c1nnc(-c2ccncc2)o1	26	0.9	-5	8	1	7	-2	3	4
O=C1CCCN1Cc1ncnn1-c1ccccc1	6	0.9	1	13	-2	-6	3	-2	1
CCC(=O)N1CCN(c2cc(C)ccc2C)CC1	7	0.9	-8	-1	5	-6	3	-5	2
COc1ccc(NC(=O)C2CC(=O)N(c3cc(C)ccc3C)C2)cc1 (configuration not stated)	8	1	-4	18	3	-8	5	-4	2
Cn1c(-c2ccccc2)cnc1SCc1nc2ccccc2c(=O)[nH]1	-38	1.1	1	8	-1	5	0	-4	4

Complete entries as entered above. Screens in order: HEK293 NFkB inh | TNAP act DEA | Cdc25B block | MKP-1 inh | JNK3 inh | Jurkat tox 60K | PKA kinase inh | MMP13 inh | ROCK2 inh
C/C=C/c1ccc(OC)c(OC(C)=O)c1 is entered as 8 | 0.9 | -49 | -8 | -3 | -11 | 1 | -6 | 6
Cn1c(-c2ccccc2)cnc1SCc1nc2ccccc2c(=O)[nH]1 is entered as -38 | 1.1 | 1 | 8 | -1 | 5 | 0 | -4 | 4
O=C(Nc1cc(C(F)(F)F)ccc1F)C1CCC1 is entered as 0 | 0.9 | -15 | 5 | -1 | 6 | 0 | 3 | -2
O=C(c1cc(Cl)ccc1Cl)N1CCOCC1 is entered as 22 | 0.9 | -12 | -3 | 7 | -5 | 6 | -3 | 9
CCOC(=O)Cn1c(CN(Cc2ccccc2)Cc2ccccc2)nc2c1c(=O)n(C)c(=O)n2C is entered as 6 | 0.9 | -23 | 10 | -4 | 2 | 3 | -2 | 5

Next structures.
SMILES	HEK293 NFkB inh	TNAP act DEA	Cdc25B block	MKP-1 inh	JNK3 inh	Jurkat tox 60K	PKA kinase inh	MMP13 inh	ROCK2 inh
O=c1c2ccccc2nnn1CSc1nc2cc(Cl)ccc2c(=O)n1Cc1ccco1	-6	0.9	-20	-8	-2	-6	13	-11	6
CCCCCCNC(=O)Nc1ccccc1	-2	0.9	0	-3	-3	-13	3	0	1
CN(C)CCCNc1ncnc2c1cnn2-c1ccccc1	3	1	1	0	-2	-13	6	-3	2
NC(=O)c1cc2ccc(O)cc2oc1=Nc1ccccc1	2	0.9	9	-7	4	11	3	i[fluorescence artefact?]	-5
O=C(Nc1ccccc1F)c1ccc(S(=O)(=O)NCC2CCCO2)cc1 (configuration not stated)	14	0.9	3	-9	-4	4	-4	-1	-1
CCn1cc(Br)c(C(=O)N2CCN(c3ccccc3)CC2)n1	11	0.9	-11	5	1	1	-3	6	1
Cc1ccnc(NS(=O)(=O)c2ccccc2)n1	17	0.9	-4	18	5	6	7	-1	12
Cc1ccc2nsnc2c1S(=O)(=O)Nc1cccc2nsnc12	17	0.9	10	-6	-7	1	7	7	2
O=c1nccc(NCc2ccco2)[nH]1	6	0.9	-7	-20	5	0	-3	3	-1
CCOC(=O)c1sc(NC(=O)c2cc(S(=O)(=O)N3CCOCC3)ccc2C)nc1C	18	0.9	-7	16	.	.	6	2	.
CCOc1ccc(C(CC(=O)O)NS(=O)(=O)c2ccc(C)cc2)cc1OC (configuration not stated)	-5	0.9	-14	-13	3	-8	6	0	3
O=C(NCCN1CCN(c2ccccc2)CC1)c1cccn2c(=O)c3ccccc3nc12	19	0.8	-9	35	.	.	-1	3	.
COCCCn1c(SCC(=O)N2CCc3ccccc32)nnc1-c1ccoc1C	17	0.9	4	16	8	6	0	8	5
Nc1nc(CSCc2ccccc2)nc(N2CCOCC2)n1	0	0.9	-6	-16	6	-10	-3	2	0
CCOc1ccc(N(CC(=O)NCc2cccc(OC)c2)S(=O)(=O)c2c(C)noc2C)cc1	4	0.9	5	1	-1	0	1	0	0
COc1ccc(OCC(O)Cn2c(=N)n(CCN3CCOCC3)c3ccccc32)cc1 (configuration not stated)	-3	1	-8	-39	5	-5	-2	-4	9
CC(C)NC(=O)C1CCN(C(=O)C(C(=O)c2ccccc2)n2cc(Cl)ccc2=O)CC1 (configuration not stated)	9	1	-9	15	1	15	-5	-2	-2
